Bioassay records as filed in PubChem BioAssay.
CD40 NFkB inh = inhibitors of CD40-induced NF-kB signaling, primary screen, BL2 cells, luciferase reporter, single point. actives 0.94% (n = 83,000). inhibition, % at 10 µM. CD40L-induced, 4 h;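 active = mean inhibition of at least 50% with a set share of replicates also reaching that level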;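 note: 0% = neutral control wells and 100% = IKK inhibitor VII at 50 µM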
* hit, by the source's call; [ ] = dose if it differs, or a comment. An excerpt; count on the stated rates, not on these rows.

Start of the data: the first 15 compounds, to show the layout:
CD40 NFkB inh	molecule
1	COc1ccc(-c2ccnc3c(Br)c(C)nn23)cc1
7	Cc1ccc(S(=O)(=O)N2CCCCC2)cc1NC(=O)c1cccnc1
3	CCOC(=O)c1c(NC(=O)CCNCc2ccco2)sc2c1CCC2
-1	CC(C)C(NC(=O)CN1C(=O)c2ccccc2S1(=O)=O)C(C)C
1	CCOC(=O)C1=C(C)NC(C)=C(C(=O)OCC)C1C(=O)OCC(=O)NCc1ccccc1OC
3	CN(c1ccc(C(=O)N2CCOCC2)cc1)S(=O)(=O)c1cccs1
12	COc1ccc(C(C)=O)cc1CSCCC#N
1	Cc1ccc(S(=O)(=O)N2CCN(C(=O)COC(=O)C3CCC3)CC2)c(C)c1
12	Cc1ccccc1-n1ncc2c1CC(C)(C)CC2NC(=O)CCn1cncn1 (stereo not given)
-42	c1ccc(OCCOc2ccccc2-c2nnco2)cc1
66*	COC(=O)c1ccc(CSc2cc(C)c3ccccc3n2)o1
-18	COc1ccc(NCC(=O)N/N=C/c2cc([N+](=O)[O-])ccc2N2CCCC2)cc1
3	Nc1nc(SCc2ccc(Cl)cc2Cl)c2ncn(C3OC(CO)C(O)C3O)c2n1 (stereo not given)
3	COc1ccc(OC)c(C=NNC(=O)c2ccc(NS(=O)(=O)c3cccs3)cc2)c1
11	Cn1nnc2cc(C(=O)N3CCSCC3)ccc21

All compounds of this part (from the top)
CD40 NFkB inh	molecule
1	COc1ccc(-c2ccnc3c(Br)c(C)nn23)cc1
7	Cc1ccc(S(=O)(=O)N2CCCCC2)cc1NC(=O)c1cccnc1
3	CCOC(=O)c1c(NC(=O)CCNCc2ccco2)sc2c1CCC2
-1	CC(C)C(NC(=O)CN1C(=O)c2ccccc2S1(=O)=O)C(C)C
1	CCOC(=O)C1=C(C)NC(C)=C(C(=O)OCC)C1C(=O)OCC(=O)NCc1ccccc1OC
3	CN(c1ccc(C(=O)N2CCOCC2)cc1)S(=O)(=O)c1cccs1
12	COc1ccc(C(C)=O)cc1CSCCC#N
1	Cc1ccc(S(=O)(=O)N2CCN(C(=O)COC(=O)C3CCC3)CC2)c(C)c1
12	Cc1ccccc1-n1ncc2c1CC(C)(C)CC2NC(=O)CCn1cncn1 (stereo not given)
-42	c1ccc(OCCOc2ccccc2-c2nnco2)cc1
66*	COC(=O)c1ccc(CSc2cc(C)c3ccccc3n2)o1
-18	COc1ccc(NCC(=O)N/N=C/c2cc([N+](=O)[O-])ccc2N2CCCC2)cc1
3	Nc1nc(SCc2ccc(Cl)cc2Cl)c2ncn(C3OC(CO)C(O)C3O)c2n1 (stereo not given)
3	COc1ccc(OC)c(C=NNC(=O)c2ccc(NS(=O)(=O)c3cccs3)cc2)c1
11	Cn1nnc2cc(C(=O)N3CCSCC3)ccc21
11	CN(Cc1ccccc1F)C(=O)c1cccc(NC(=O)CC2SC(N3CCCCC3)=NC2=O)c1 (stereo not given)
-10[25 µM]	CC(C)c1cc(/C=C(\C#N)C(=O)NCCCc2ccccc2)cc(C(C)C)c1O
-8[25 µM]	CC(C)C#Cc1ccc([C@H]2[C@@H](CO)N(C(=O)C3CC3)[C@H]2C#N)cc1
-35	Nc1ccc(/C=C/c2ccc3ncccc3c2)cc1
2	CN1CCN(C(=O)c2cccc(NS(=O)(=O)c3ccc(Br)cc3)c2)CC1
2	O=C(Nc1ccccc1)C(Cc1ccccc1)c1ccccc1 (stereo not given)
-1[25 µM]	NC(=O)CNCCC(c1ccccc1)c1ccccc1
3	COc1ccccc1C(=O)NCCC(=O)N(C)Cc1cccs1
8	O=C(Nc1cc(Cl)ccc1-n1cncn1)c1ccco1
-70	CN(C)CCN(C(=O)c1cccs1)c1nc2cc3c(cc2s1)OCCO3
25	COc1ccc(N2CCN(C(=O)COCC(=O)O)CC2)cc1
0	Cc1ccc(NC(=O)CCN2C(=O)NC(C)(C)C2=O)cc1F
-17	O=C(C=NNc1ccccc1)c1ccccc1
-4[25 µM]	COC(=O)[C@H]1[C@H](CO)[C@H]2Cn3c(ccc(C4=CCCCC4)c3=O)[C@H]2N1C(=O)c1ccccc1F
7	O=C(CSc1nc2[nH]ncc2c(=O)[nH]1)Nc1ccccc1F
7	COc1ccccc1Nc1nc(NCc2ccco2)nc(N)c1[N+](=O)[O-]
-2	CCOC(=O)C1CCN(C=Nc2cc(C)on2)CC1

Part of the list above, with bars between the fields:
Molecule | CD40 NFkB inh
COC(=O)[C@H]1[C@H](CO)[C@H]2Cn3c(ccc(C4=CCCCC4)c3=O)[C@H]2N1C(=O)c1ccccc1F | -4[25 µM]
CCOC(=O)C1CCN(C=Nc2cc(C)on2)CC1 | -2

The results go on.
CD40 NFkB inh	molecule
6	CCCCC#Cc1cncc(C(=O)NN)c1
-1	Cc1cccc(N2CCN(C(=O)Cn3cccc3)CC2)c1C
-6	CCOc1ccccc1OCCn1nc2ccccc2n1
12	CN(CCCC(=O)Nc1ccccc1F)S(=O)(=O)c1ccc(F)cc1
-9	CCOc1ccc(NC(=O)/C(C#N)=C\c2ccc(N3CCCC3)c(C)c2)cc1
0	O=C(O)C1CCCCC1C(=O)NCc1ccccn1 (stereo not given)
12	CO[C@H](CN(C)S(=O)(=O)c1ccc(Cl)cc1)[C@@H](C)CN(Cc1ccccc1Cl)[C@H](C)CO
2	N#Cc1c[nH]n2c(=O)cc(Cc3ccccc3)nc12
13	Cn1c(=O)[nH]c(=O)c2c1nc1n2CCN1Cc1ccccc1
-3	COc1ccc(Cl)cc1C(=O)OCC(=O)N(C)CC(=O)Nc1ccc(F)cc1
14[25 µM]	Cc1cccc(S(=O)(=O)N2CC[C@H]3[C@H](CO)Nc4ccc(C#Cc5ccc(F)cc5)cc4[C@H]32)c1
5[25 µM]	COc1ccccc1CNC(=O)C[C@@H]1C[C@@H]2c3cc(NS(=O)(=O)c4ccc(F)cc4)ccc3O[C@@H]2[C@@H](CO)O1
-2	CN(C(=O)COC(=O)c1cc2c(s1)CCCCC2)c1ccccc1
-22	O=C1CC(c2ccco2)Cc2c1cnn2-c1nc2ccccc2s1 (stereo not given)
-1	Nc1c(Cl)ncnc1NCCO
11	CC(C)NC(=O)N1Cc2cc(C(=O)NC3CCCC3)nc(-c3cccc(-c4cccnc4)c3)c2[C@@H]1CCO
2	OC(CC#CCN1CCCC1)(c1ccccc1)c1ccccc1
26	COc1cc(C(=O)NCC(=O)NNC(=O)C2COc3ccccc3O2)cc(OC)c1OC (stereo not given)
17[25 µM]	C[C@@H]1CN([C@H](C)CO)C(=O)c2cccc(NC(=O)CCCCCC(=O)Nc3ccccc3N)c2O[C@H]1CN(C)Cc1ccc(Cl)c(Cl)c1
-3	CC(C)NC(=O)N(C)C[C@H]1OCc2ccccc2-c2c(n(C)c3ccccc23)C(=O)N([C@@H](C)CO)C[C@@H]1C
3	CCN(CC)S(=O)(=O)c1cccc(-c2nnc(SCC(=O)N3CCC(C(=O)O)CC3)n2N)c1
-26[25 µM]	COc1cccc(-c2ccc3c(c2)[C@@H]2[C@@H](CCN2C(=O)c2ccccn2)[C@@H](CO)N3C)c1
-2	COc1ccc(C(=O)/C=C2/c3ccccc3CC(C)(C)N2C)cc1
2	COc1ccc(S(=O)(=O)N2CCCC2CNC(=O)C(=O)NCc2ccccc2Cl)cc1 (stereo not given)
-1[25 µM]	CCCNC(=O)N1[C@H](CO)[C@@H](c2ccccc2-c2cccc(C)c2)[C@@H]1C#N
-48	Clc1ccc(-c2nnc(N3CCCC3)nn2)cc1
-14	Cn1c(C(O)c2ccc3c(c2)OCO3)nc2ccccc21 (stereo not given)
4[25 µM]	CC(=O)N1[C@H](CO)[C@@H](c2ccc(-c3ccccc3F)cc2)C12CN(CC1CCOCC1)C2
10	Cc1[nH][nH]c(=O)c1C(c1ccc([N+](=O)[O-])cc1)c1c(C)[nH][nH]c1=O
4	C[C@H]1CN([C@@H](C)CO)C(=O)c2cc(NC(=O)Cn3cnnn3)ccc2O[C@@H]1CN(C)S(=O)(=O)c1ccc(F)cc1
1[25 µM]	CC(C)NC(=O)NCC[C@H]1CC[C@H](NS(=O)(=O)c2ccc(Oc3ccccc3)cc2)[C@H](CO)O1
2	O=C(Nc1ccc(OC(F)(F)F)cc1)c1[nH]ncc1[N+](=O)[O-]
-7	CCOC(=O)c1c(C(F)(F)F)nc2ncccn12
-12	CCOC(=O)c1c(N)sc(C(C)=O)c1C
2	O=C(NCc1ccco1)c1ccc(CS(=O)c2ccccc2Cl)o1 (stereo not given)
4	CC(=O)NC[C@H]1[C@@H](c2ccc(C3=CCCC3)cc2)[C@@H](CO)N1C(=O)C1CC1
9	CCOC(=O)C1(C)CCN1C(=O)c1ccccc1Br (stereo not given)
-14[25 µM]	O=C(C[C@H]1C[C@H]2c3cc(NC(=O)c4cccnc4)ccc3O[C@H]2[C@H](CO)O1)NCCc1ccccc1
2	O=C(CC1(CC(=O)N2CCOCC2)CCCC1)Nc1ccc(F)cc1
4	CC(=O)Nc1cc(ON=C(C)C)cc([N+](=O)[O-])c1
0	C[C@@H]1CN([C@H](C)CO)C(=O)c2c(c3ccccc3n2C)-c2ccccc2CO[C@@H]1CN(C)S(=O)(=O)c1ccc(C#N)cc1
6	CC(S(=O)(=O)c1ccccc1)S(=O)(=O)c1ccccc1
-9[25 µM]	C[C@@H]1CN([C@H](C)CO)C(=O)CCCn2cc(nn2)CO[C@H]1CN(C)C(=O)Nc1cccc(Oc2ccccn2)c1
16[25 µM]	C[C@H]1CC=CC[C@H](c2ccc(F)cc2)NC(=O)[C@H](Cc2ccccc2)N(C)C(=O)c2ccccc2O1 (mixture of isomers)
9	O=C(NCCN1CCOCC1)C1CC(=O)N(c2ccc(Cl)cc2)C1 (stereo not given)
-11[25 µM]	CN(C)CC#Cc1ccc([C@@H]2[C@H]3CN(C(=O)Nc4cc(F)ccc4F)CCCCN3[C@H]2CO)cc1
4	C=C(C)n1c(=O)[nH]c2ccccc21
10	CCOC(=O)Cn1c(=O)oc2cc(S(=O)(=O)NC3CCCCC3)ccc21
-23	O=C(Nc1cc(F)ccc1F)c1cccc(-n2cnnn2)c1
9	CC(C)C1Nc2ccc(C(=O)NCCCN3CCOCC3)cc2NC1=O (stereo not given)
17	c1ccc2c(c1)ncn2CCOCCOCCn1cnc2ccccc21
2	COc1cc(S(=O)(=O)N2CCOCC2)ccc1NC(=O)COC(=O)c1ccc(Cl)nc1
-20[25 µM]	COc1cccc(NC(=O)N(C)C[C@@H]2OCc3ccccc3-c3ccccc3C(=O)N([C@@H](C)CO)C[C@H]2C)c1
8	CCOC(=O)N1CCC(N2Cc3cccc(C(=O)O)c3C2=O)CC1
6	CC(C)N1C(=O)CCC1C(=O)NCCc1ccccc1 (stereo not given)
4	Cn1c(=O)n(C)c2cc(C(N)=O)ccc21

More records follow.
CD40 NFkB inh	molecule
1	CCCOC(=O)c1c(NC(=O)CCC(=O)O)sc2c1CCCCC2
7	CCOC(=O)N1CCN(S(=O)(=O)N2CCCC(C(=O)NCc3cc(Br)ccc3OC)C2)CC1 (stereo not given)
-61	COC(=O)C(C)NC(=O)COc1ccc2ccccc2c1 (stereo not given)
10	O=C(CSc1nncs1)Nc1nccs1
1	O=C(C[C@@H]1C[C@H]2c3cc(NC(=O)Nc4ccccc4F)ccc3O[C@H]2[C@H](CO)O1)NC1CCCC1
2	CSc1nsc(SC)c1NC(=O)N1CCCC1
13	COc1ccc(S(=O)(=O)N2CCOCC2)cc1C(=O)NCc1c(C)nn(Cc2ccccc2)c1C
10	COCCN(C(=O)CCSc1ccc(F)cc1)c1c(N)n(Cc2ccccc2)c(=O)[nH]c1=O
-30	CC(=O)c1cn(CC(=O)NCc2ccco2)c2ccccc12
-79	CCOC(=O)c1c(S(=O)(=O)NCCc2cccs2)c(C)n(C)c1C
9	Cc1ccc(C)c(NC(=O)CN(C)C(=O)COc2ccc3ccccc3c2)c1
10	CCC(C)[C@H](NC(=O)Nc1ccccc1F)C(=O)O (stereo not given in full)
6	CCN(C(=O)COC(=O)c1nc2nc(C)cc(C)n2n1)C1CCS(=O)(=O)C1 (stereo not given)
12	CN(C(=O)c1cccc(S(=O)(=O)NCc2ccccc2)c1)C1CCCCC1
9	O=C(O)c1ccc(NC2CC(=O)N(Cc3ccccc3)C2=O)cc1 (stereo not given)
7	O=C(NCc1ccc(Cl)s1)C1CCC(=O)N(CCc2cccc(F)c2)C1 (stereo not given)
-1[25 µM]	C[C@@H]1CCCCO[C@@H](CN(C)Cc2ccc(C(=O)O)cc2)[C@H](C)CN([C@@H](C)CO)C(=O)c2cc(N(C)C)ccc2O1
5	CCn1c(C)nc2cc(S(=O)(=O)N3CCCC3)ccc21
3	COc1ccc(C(=O)NCC(C)CN(C)C)cc1 (stereo not given)
-26	O=C(NCCc1ccccc1)c1cccc(S(=O)(=O)NCc2ccccc2)c1
2	CSc1nc2ccccc2s1
-46	O=C(C1=C(O)C(=O)N(c2nc3ccc(Cl)cc3s2)C1c1ccco1)c1ccco1 (stereo not given)
-15[25 µM]	O=C(NCC[C@H]1CC[C@H](NC(=O)c2ccncc2)[C@@H](CO)O1)Nc1ccc(Cl)cc1
-66	NS(=O)(=O)c1ccc(C(=O)Nc2ccc(-c3nc4cccnc4s3)cc2)cc1
-7	CCC(=O)N[C@@H]1C=C[C@@H](CC(=O)NCCN2CCCCC2)O[C@@H]1CO
22	NC(=O)c1ccc(NC(=O)CCN=C2NS(=O)(=O)c3ccccc32)cc1
-12	O=C(O)CCSc1nnc(SCC(=O)NC2CCS(=O)(=O)C2)s1 (stereo not given)
14	Cc1cc(C)c(S(=O)(=O)Nc2ccccc2C(=O)OCC(=O)NCc2ccccc2)c(C)c1
3[25 µM]	CCCNC(=O)N(C)C[C@@H]1Oc2ncc(C#CC3CCCCC3)cc2C(=O)N([C@@H](C)CO)C[C@@H]1C
-2[25 µM]	CN1C(=O)c2cc(NC(=O)CC(F)(F)F)ccc2OC[C@H]2O[C@@H](CC(=O)NC3CCC3)CC[C@@H]21
-51	O=Cc1ccc2noc(-c3ccc(Cl)cc3)c2c1
-52	COc1ccccc1-c1cnn2c(N3CCOCC3)cc(C)nc12
-72	C/C(N)=C(/C#N)C(=O)COC(=O)c1cc2c(s1)CCCC2
-25	Cc1ccc(-c2csc(NC(=O)c3ccc(-c4ccccc4)cc3)n2)o1
